Screens deposited in PubChem by several laboratories.
PDI inh: inhibitors of human protein disulfide isomerase; P07237; PDI insulin aggregation turbidity, A650, 90 min; 350,000 tested, 0.052% active; inhibition, % at 10 µM;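 active means mean inhibition across replicates of 30% or more, whatever share of single replicates reach that level; inconclusive means mean inhibition below 30% while every single replicate reaches 30%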;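 further: absorbance from insulin aggregation driven by PDI reduction with DTT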
Target sequence (P07237 whole entry, looked up): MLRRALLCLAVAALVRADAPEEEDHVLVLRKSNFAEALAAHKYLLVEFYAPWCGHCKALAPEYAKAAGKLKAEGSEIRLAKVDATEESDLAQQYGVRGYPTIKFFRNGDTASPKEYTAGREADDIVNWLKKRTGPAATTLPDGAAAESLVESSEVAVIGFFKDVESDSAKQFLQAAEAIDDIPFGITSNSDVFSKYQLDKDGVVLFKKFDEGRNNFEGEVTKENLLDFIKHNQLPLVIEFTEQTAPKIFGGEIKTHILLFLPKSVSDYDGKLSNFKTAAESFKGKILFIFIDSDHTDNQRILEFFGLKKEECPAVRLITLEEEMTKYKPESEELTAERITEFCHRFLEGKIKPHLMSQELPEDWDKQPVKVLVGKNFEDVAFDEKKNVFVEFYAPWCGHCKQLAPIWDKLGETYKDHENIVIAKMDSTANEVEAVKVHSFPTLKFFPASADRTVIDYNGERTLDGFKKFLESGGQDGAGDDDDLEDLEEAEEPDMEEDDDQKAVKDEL
Vif imaging: HIV Vif inhibition | inhibition, % at 7.49 µM | 340,000 tested, 0.35% active | HEK293T cells, Vif self-association by quenched fluorescence, imaging, 24 h; in the data active means inhibition above about 50%, passing the limit was not always enough; inconclusive means no clear call, values can overlap the other calls; inactive means below about 31%; further: some results filed as inactive read as strong as hits
CaV13 ICDI inh: Primary screen for inhibitors of IQ motif and Ca2+-dependent inactivation inhibitor domain binding in CACNA1D, Förster resonance energy transfer in living cells, …; HEK cells, CFP/YFP FRET ICDI-IQ, plate reader, 10 min; percent FRET-ratio fall versus neutral wells; inhibition, % at 12.3 µM; 340,000 tested, 0.098% active; AID 743397;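 active means mean replicate inhibition of at least 30% and at least 1% of replicates passing that level; inconclusive means only one of the two criteria is met; inactive means neither criterion is met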;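 further: 0% = median of the neutral control wells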
Shn3 3UTR inh: reduces Shn3 3'UTR luciferase signal in osteoblasts; Clone20 osteoblast Shn3 3'UTR firefly luciferase, 24 h; inhibition, % at 12.5 µM; 360,000 tested, 0.52% active; AID 588674;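 active means mean inhibition of at least 75% with every replicate also reaching 75%; inconclusive means mean inhibition at least 75% but some replicate below; inactive means mean inhibition below 75%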;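 further: 0% = median of neutral control wells and 100% = pilot-screen positive control compound; some compounds past the cut are filed as inactive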
Peg3 prom inh: Peg3 promoter activity inhibition; inhibition, % at 20 µM; AID 588405; HeLa PEG-Prom luciferase reporter, luminescence, overnight; 360,000 tested, 1.7% active;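 active means inhibition of at least 50% at 20 µM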
HIF-2a block: HIF-2a inhibition; 786-0 RCC cells HIF-2a reporter, luciferase luminescence, overnight; inhibition, % at 18.8 µM; 360,000 tested, 0.72% active;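 active means inhibition of the luminescence signal of 40% or more relative to plate controls, in a single-dose primary screen at 18.75 µM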
TRPM1 prom inh: MITF TRPM1 promoter inhibition in SK-MEL-5 cells. 330,000 tested, 0.83% active. inhibition, % at 12.5 µM. SK-MEL-5 TRPM1 promoter luciferase, 24 h;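 active means mean inhibition across replicates of 60% or more, whatever share of single replicates reaches that level; inconclusive means some that reach 60%, reason not given; inactive means mean inhibition across replicates below 60%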; further: values of inactives mirror those of a sister screen read the other way
NR2E3 ag-1: NR2E3 (human) agonism; Q9Y5X4; inhibition of corepressor binding, % at 4.78 µM; GST-NR2E3/biotin-RetCOR TR-FRET, 1536-well; AID 2300; 320,000 tested, 0.12% active;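 active means percent inhibition above the cutoff of mean plus 3 SD of all tested compounds, set per screening campaign, cut at about 20% in these data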;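 further: 0% = DMSO wells and 100% = biotin wells as full block of FRET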
Target sequence (Q9Y5X4 whole entry, looked up): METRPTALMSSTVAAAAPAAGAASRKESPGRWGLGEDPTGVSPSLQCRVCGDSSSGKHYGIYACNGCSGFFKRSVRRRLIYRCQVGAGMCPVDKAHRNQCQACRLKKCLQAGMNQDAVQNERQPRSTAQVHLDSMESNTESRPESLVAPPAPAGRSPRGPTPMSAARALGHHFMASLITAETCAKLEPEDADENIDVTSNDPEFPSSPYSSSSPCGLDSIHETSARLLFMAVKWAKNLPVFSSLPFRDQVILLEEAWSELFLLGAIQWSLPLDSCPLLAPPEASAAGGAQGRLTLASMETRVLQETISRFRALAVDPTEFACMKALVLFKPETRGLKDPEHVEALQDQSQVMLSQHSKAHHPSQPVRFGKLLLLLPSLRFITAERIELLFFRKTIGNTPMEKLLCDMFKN
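Assay system: NR2E3–RetCOR corepressor complex. Quantity: 1.35 nM GST-NR2E3. Buffer or medium: pH 7.5 Tris-based buffer. Reagent: biotinylated RetCOR corepressor at 7 nM final. Schedule: 5 h at 4 °C. Detection: TR-FRET, emission read at 617 and 671 nm. Replicates: one well per compound, singlicate testing.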
NR2E3 ag-2: human photoreceptor-specific nuclear receptor agonism; Q9Y5X4; CHO-S Gal4-NCOR/VP16-NR2E3 two-hybrid, luciferase; inhibition of corepressor binding, % at 3.98 µM; 360,000 tested, 0.35% active; AID 602229;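 active means inhibition above the mean of all tested compounds plus 3 SD, cut at about 70% in these data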;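 further: 0% = DMSO with NR2E3 transfected cells and 100% = cells lacking NR2E3 construct; higher means lower luciferase signal from less NR2E3 corepressor binding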
KKLEB cytotox: reduces viability of KKLEB cystic fibrosis airway cells. 360,000 tested, 0.36% active. AID 602141. activity change (cytotoxicity), % at 5 µM. KKLEB CF airway cells viability, ATPlite luminescence, overnight; hits give low values; cells stimulated with P. aeruginosa culture filtrate;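 active means corrected activity change at or below -50% at 5 µM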
CF NFkB inh: cystic fibrosis NF-kB activation inhibition; KKLEB NF-kB-GFP reporter, PAF-induced, GFP fluorescence overnight; inhibition, % at 5 µM; 360,000 tested, 0.86% active; AID 588850;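 active means at least 50% inhibition at 5 µM, scaled per plate between neutral and stimulator controls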;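 further: PAF is a Pseudomonas aeruginosa culture filtrate used as stimulus; plate controls were PAF-stimulated DMSO wells for no effect and unstimulated DMSO wells for full effect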
Starred values were filed as active, the others as inactive; ? = inconclusive; / = no result given.

SMILES	PDI inh	Vif imaging	CaV13 ICDI inh	Shn3 3UTR inh	Peg3 prom inh	HIF-2a block	TRPM1 prom inh	NR2E3 ag-1	NR2E3 ag-2	KKLEB cytotox	CF NFkB inh
CCN(CC)c1ccc(NC(=O)CN2C(=O)CSc3ncccc32)c(C)c1	8	-13	-14	84	9	8	22	0	43	4	-3
C/C(CC(=O)Nc1ccc(N(C)C)cc1)=N\NC(=O)Cc1csc(N)n1	8	-3	-5	-5	5	0	-10	-1	-4	6	-14
COC(=O)c1ccc(COC(=O)C2CCN(S(=O)(=O)c3ccc(C)c(C)c3)CC2)o1	0	4	-6	-4	7	4	1	2	4	-9	19
NNc1ncnc2scc(-c3ccc(Cl)cc3)c12	1	-13	-3	41	-6	24	10	-1	0	-5	-4
O=C(CC1C(=O)NCCN1C(=O)Nc1ccc(F)cc1)Nc1cc(Cl)ccc1Cl (configuration not stated)	4	-3	-20	2	21	13	7	-2	-3	-4	10
CCCn1c(N)c(C(c2ccc(OC)cc2)N2CCN(c3ccccc3)CC2)c(=O)[nH]c1=O (configuration not stated)	-2	1	-2	5	-3	7	-19	1	-12	-4	-6
CCOC(=O)C(Oc1ccc2c(-c3ccccc3)cc(=O)oc2c1C)c1ccccc1 (configuration not stated)	14	2	-2	10	14	9	8	-1	-38	6	18
Cc1ccc(NC(=O)CS(=O)CC(=O)NCC2OCCc3ccccc32)c(C)c1 (configuration not stated)	6	-6	-3	1	4	13	15	1	2	0	-4
CC(C)OC(=O)c1c(NC(=O)CCC(=O)O)sc2c1CCCCC2	3	6	-21	8	12	7	0	-2	0	-6	17
COc1ccc(C(=O)Nc2ccc(O)c3c(=O)cc(-c4cccc(Cl)c4)oc23)cc1	-5	-2	-11	-1	-57	-46	8	6	4	-33	50*
O=C(COC(=O)c1ccc2c(c1)OCO2)Nc1ccccc1Cl	-6	13	-6	-10	-1	0	-9	0	8	-5	13
Cc1ccc(/C=C/C(=O)c2cc(Br)ccc2OC(=O)c2ccco2)cc1	10	-5	-5	-15	0	-69	27	1	-44	-4	-18
O=C(Nc1ccc(C(=O)Oc2ccccc2)c(O)c1)c1ccco1	-2	/	-3	-37	-255	-379	-77	2	-61	-2	-2
N#CC(c1ccc(O)cc1)N1CCOCC1 (configuration not stated)	-3	-6	-9	6	-1	-4	5	2	-4	1	-3
CCN(CC)CCN1C(=O)C(=O)/C(=C(/O)c2cccc(OC)c2)C1c1ccccn1 (configuration not stated)	4	12	-4	-3	-2	-20	1	-1	-35	-5	-13
CCOc1cc(C2C(C#N)=C(N)OC3=C2C(=O)CC(C)(C)C3)cc([N+](=O)[O-])c1O (configuration not stated)	9	-1	-2	18	10	10	-2	0	-17	10	-7
CCCOc1ccc(Cc2c(Cl)nc(SC)nc2N(C)C)cc1	-3	-8	-2	40	31	14	-1	2	-24	15	14
O=C(c1ccc2c(=O)n3c(nc2c1)CCCCC3)N1CCN(Cc2ccccc2)CC1	-2	1	-8	17	1	16	18	1	-5	2	-4
Cc1c(NC(=O)CN2C(=O)c3ccc([N+](=O)[O-])cc3C2=O)c(=O)n(-c2ccccc2)n1C	1	-2	-7	-11	6	15	0	-1	-13	7	2
COc1ccccc1CCC(=O)N1CCN(C(=O)c2ccccc2)CC1	3	24	-19	-6	12	14	2	2	-12	-2	-24
CCN(CC)C(=O)c1sc2nc(-c3cccs3)cc(-c3cccs3)c2c1N	-3	83*	-5	11	9	10	3	0	0	16	-10
OC(CON=C1c2ccccc2-c2ccccc21)CN1CCNCC1 (configuration not stated)	-5	?	-2	-15	57*	8	2	4	9	5	-16
O=C(O)CC1(CC(=O)Nc2ccc(Br)cc2)CCCCC1	-1	-1	-2	12	-3	10	-1	1	3	1	-1
COc1ccccc1CN1CC(C(=O)N(C)CCc2nc3ccc(F)cc3[nH]2)CCC1=O (configuration not stated)	0	-5	-2	-2	-2	5	6	1	-2	0	9
O=C(Nc1ccc(Cl)cc1Cl)NC1CCN(S(=O)(=O)c2ccc(F)cc2)CC1	-2	-6	-2	5	38	-13	13	6	-5	-5	14
O=C(Oc1ccccc1)c1ccc2nsnc2c1	-5	/	/	-2	3	-56	-6	2	-29	-3	-29
Cc1ccc(C(=O)NCCN2CCOCC2)cc1S(=O)(=O)N1CCCCC1	1	11	/	-3	6	7	13	/	-35	3	24
COC(=O)CNC(=O)CNC(=O)c1nn(-c2ccc(OC)c(Cl)c2)c(=O)c2ccccc12	-3	5	/	-13	7	21	16	1	-19	1	-2
CC(=O)N1CCN(C(=O)COC(=O)CNC(=O)c2ccc(C)cc2)CC1	1	19	-2	-9	-18	6	3	3	-7	2	-14
CCN(CC(=O)Nc1ccccc1OC)C(=O)CN1C(=O)NC(C)(c2ccc3ccccc3c2)C1=O (configuration not stated)	-1	-13	-5	-5	13	19	-6	/	-31	2	-20
O=C(c1ccco1)N1CCN(C2CN(C3CCCCC3)S(=O)(=O)C2)CC1 (configuration not stated)	/	/	-6	-7	-15	7	/	/	0	13	-63
CC(C)OC(=O)c1cc(=O)[nH]c2ccccc12	-4	4	/	-10	8	12	2	-1	-20	-4	20
O=C(Nc1ccc(NC(=O)c2ccco2)c(Cl)c1)c1cccc([N+](=O)[O-])c1	-1	-1	-4	-5	-3	-40	-7	1	-1	-4	-10
CC(C)C(=O)Nc1ccc(N2CCOCC2)c(S(=O)(=O)Nc2ccccc2Cl)c1	3	-4	-10	2	22	9	3	/	-19	0	17
Cc1ccc(NC(=O)CS(=O)c2ccccc2N)c(C)c1 (configuration not stated)	-2	10	-3	-75	-265	-215	-13	7	-54	12	-4
COc1cccc(CC(=O)Nn2c(C)nc3ccccc3c2=O)c1	4	0	-8	-2	11	0	1	4	12	6	3
C/C(CC(=O)Nc1cc(C)ccn1)=N\NC(=O)c1cccc(C)c1	0	9	-5	1	3	-39	-8	-4	-21	19	-14
COc1ccc(S(=O)(=O)N2CCOCC2)cc1NC(=O)CSc1n[nH]c(C(C)C)n1	-3	23	4	17	4	16	-4	11	17	3	4
O=C1N=c2ccccc2=C1c1sc(=O)[nH]c1O	1	-6	-4	-9	0	11	/	-5	-26	2	2
COc1ccccc1CN=C1Nc2ccccc2CS1	-1	2	-5	-14	-55	-135	-28	3	-11	-6	-2
Cc1ccc(C(=O)N2C(CC(=O)Nc3ccc(Cl)cc3)C(=O)NC3CCCCC32)cc1 (configuration not stated)	5	-8	-1	17	17	18	2	-4	11	-3	-3
O=C(CSc1cn(CCNC(=O)c2cccs2)c2ccccc12)NCc1ccccc1	/	6	11	15	9	6	/	2	-8	-2	-1
CCOC(=O)C(=Cc1ccc(-c2ccsc2C(=O)OC)o1)C(=O)OCC	4	-12	-6	-36	-7	-69	-20	-1	-13	-2	-20
CC1(C)CC(=O)C=C(c2ccc3[nH]ccc3c2)C1	4	2	-3	-14	-111	-100	-20	1	-1	6	-3
CCc1nnc(NC(=O)c2cc3c(s2)CCCCC3)s1	4	27	-4	-25	-162	-168	-17	1	-24	-2	-21
CSc1ccc(S(=O)(=O)NCc2ccccc2Cl)cc1	-5	4	-11	0	23	11	0	1	8	-1	11
O=C(c1ccco1)N1CCN(S(=O)(=O)c2ccccc2[N+](=O)[O-])CC1	-7	12	-1	-1	-1	5	0	0	-13	9	12
CCOC(=O)C1=C(COC(=O)c2ccc(C)s2)NC(=O)NC1C (configuration not stated)	6	2	-6	10	6	9	-5	1	6	-5	25
O=C(CCl)Nc1cc(S(=O)(=O)N2CCCCCC2)ccc1Cl	-2	1	-3	2	32	34	59	-2	2	5	-30
Cc1cc(C)cc(N(CC(=O)NCC2CCCO2)C(=O)CN2C(=O)COc3ccccc32)c1 (configuration not stated)	9	-1	-2	-5	14	8	-5	2	-16	16	8
COc1cc(C(=O)N2CCc3ccccc32)c([N+](=O)[O-])cc1OC	4	-1	-4	-9	9	9	18	-2	-8	2	-9
CCCn1c(N/N=C\C=C\c2ccccc2)nc2c1c(=O)[nH]c(=O)n2C	-8	9	-4	6	-10	-20	-1	0	-23	1	-31
COc1cccc(-c2nc(N3CCN(Cc4ccccc4)CC3)c3ccccc3n2)c1O	9	/	-1	-1	8	-19	-2	3	-24	1	-7
CCCOc1ccc(NC(=O)CC2C(=O)N(CC)C(=S)N2Cc2cccs2)cc1 (configuration not stated)	0	-6	-10	15	11	16	-2	0	-2	5	3
C=CCNC(=O)/C(=C/c1cn(-c2ccccc2)nc1-c1cccc([N+](=O)[O-])c1)NC(=O)c1ccccc1	8	-10	-5	2	9	13	13	0	-5	18	-22
CCCCC1=C([O-])C2N=CC=CC2=[N+](c2ccccn2)C1=O (configuration not stated)	-10	19	-3	-11	1	10	-16	0	24	-9	-1
CCn1c(=O)c2sccc2n(Cc2cccc(C)c2)c1=O	4	0	-5	-7	14	13	8	0	6	16	-1
COC(=O)CCCC1=CC2=C(c3ccccc3)C(=O)C(C)(OC(=O)C3CCCC3)C(=O)C2=CN1C1CCCCC1 (configuration not stated)	15	-3	-7	-14	3	5	7	2	4	9	-25
Cc1ccc(NC(=O)N2CCC(C(=O)NCCC3=CCCCC3)CC2)cc1	-9	3	/	7	13	18	5	4	-2	3	-2
Cc1onc(-c2ccccc2Cl)c1C(=O)Nc1cccnc1	-4	1	-10	-17	3	-27	-3	-4	-14	3	-3
O=C(COC(=O)c1ccc(O)cc1O)Nc1ccc(Cl)cn1	1	-5	-9	5	-3	2	1	2	-12	-3	4
CCOc1ccc(/C(O)=C2/C(=O)C(=O)N(CCN(CC)CC)C2c2ccco2)cc1 (configuration not stated)	7	3	-19	8	-61	-47	-3	1	-41	11	3

Grouped by structure, the entries above containing fluorine
SMILES	PDI inh	Vif imaging	CaV13 ICDI inh	Shn3 3UTR inh	Peg3 prom inh	HIF-2a block	TRPM1 prom inh	NR2E3 ag-1	NR2E3 ag-2	KKLEB cytotox	CF NFkB inh
O=C(CC1C(=O)NCCN1C(=O)Nc1ccc(F)cc1)Nc1cc(Cl)ccc1Cl (configuration not stated)	4	-3	-20	2	21	13	7	-2	-3	-4	10
COc1ccccc1CN1CC(C(=O)N(C)CCc2nc3ccc(F)cc3[nH]2)CCC1=O (configuration not stated)	0	-5	-2	-2	-2	5	6	1	-2	0	9
O=C(Nc1ccc(Cl)cc1Cl)NC1CCN(S(=O)(=O)c2ccc(F)cc2)CC1	-2	-6	-2	5	38	-13	13	6	-5	-5	14

Random draw from the library; 3.3% or so of the library scored in one or more.
